From PubChem
ELG1 genotox: inducers of genotoxicity in HEK293T ELG1-luciferase cells | HEK293T ELG1-luciferase reporter, luminescence, 16 h | Potency, µM (doses to about 46 µM), without a hit: at the highest dose activity change, positive = activation, most hits filed as activators | 1.3% of 330,000 active | AID 504466; further: potency means the concentration at half of the fitted maximal effect; % of control where 0% means no effect; nearly all actives have a fitted effect of over 60% in size
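After overnight (16 hr) compound treatment at 37 °C, ELG1-luciferase HEK293T cells were lysed with ONE-Glo; luminescence quantified 30 min later at room temperature.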
NPC1 promoter act: NPC1 promoter activation; Huh7 NPC1 promoter luciferase reporter, 24 h; Potency, µM (titrated, usually from 9.22 µM), for the others: at the top dose activation, hits mostly activators; 2.4% of 320,000 active;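 further: potency means the concentration at half of the fitted maximal effect; % of control where 0% means no effect; nearly all actives have a fitted effect of over 60% in size; reporter is driven by a mutant NPC1 promoter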
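Readout is luciferase luminescence, reflecting NPC1 promoter activation in stably transfected Huh7 cells after 24 h compound exposure at 37 °C in reduced-serum medium with 10% FBS.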
p53 reactivator: restores transcriptional activity of mutant p53; H1299 p53-A138V BP100-luciferase reporter, luminescence, 24 h; Potency, µM (doses to about 92.2 µM), without a hit: at the top dose activity change, positive = activation, actives largely listed as activators; 0.063% of 320,000 active; AID 504706; further: potency means the concentration at half of the fitted maximal effect; % of control where 0% means no effect; nearly all actives have a fitted effect of over 45% in size
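p53-null H1299 cells stably carrying temperature-sensitive p53-A138V and a BP100-luciferase reporter were pinned with compounds (4-point, 1:5 series) and held 24 hrs at 37 deg C. Luminescence was read 10 min after detection reagent.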
PKM2 activator: activators of human pyruvate kinase M2; 0.34% of 260,000 active; purified PKM2, Kinase-Glo ATP luminescence, activation; response scale: 0% is enzyme alone, no compound; Potency, µM (top dose mostly 57.5 µM), for inactives: at the top dose activation, usual class: activators; AID 1631; further: potency means the concentration at half of the fitted maximal effect; on the % scale 0 is the no-effect control and ±100 the full control effect; nearly all actives have a fitted effect of over 55% in size
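ATP formation by purified human PK-M2, quantified via coupled luciferase luminescence after 1 h at room temperature with 0.1 mM ADP and 0.5 mM PEP final.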
Menin MLL FP TR: displaces Texas Red mutant MLL peptide from human menin; O00255; Menin + Texas Red MLL mutant peptide, fluorescence polarization; Potency, µM (highest dose often 61.6 µM), inactives show at the highest dose FP activity change, negative = inhibition, most hits filed as inhibitors; 0.23% of 270,000 active; AID 1768; active means well fitted inhibition curve with a large enough effect in the polarisation, with a control signal flat, not every such curve was filed as active; inconclusive means small, poorly fitted or top-dose-only effect, or effect the other way, or a change in a side signal; inactive means no such curve, though single readings can be large or run the other way; the % refers to the polarisation; further: potency means the concentration at half of the fitted maximal effect; % of control where 0% means no effect; many of its hits are not listed in these tables
Target sequence (O00255 whole entry, looked up): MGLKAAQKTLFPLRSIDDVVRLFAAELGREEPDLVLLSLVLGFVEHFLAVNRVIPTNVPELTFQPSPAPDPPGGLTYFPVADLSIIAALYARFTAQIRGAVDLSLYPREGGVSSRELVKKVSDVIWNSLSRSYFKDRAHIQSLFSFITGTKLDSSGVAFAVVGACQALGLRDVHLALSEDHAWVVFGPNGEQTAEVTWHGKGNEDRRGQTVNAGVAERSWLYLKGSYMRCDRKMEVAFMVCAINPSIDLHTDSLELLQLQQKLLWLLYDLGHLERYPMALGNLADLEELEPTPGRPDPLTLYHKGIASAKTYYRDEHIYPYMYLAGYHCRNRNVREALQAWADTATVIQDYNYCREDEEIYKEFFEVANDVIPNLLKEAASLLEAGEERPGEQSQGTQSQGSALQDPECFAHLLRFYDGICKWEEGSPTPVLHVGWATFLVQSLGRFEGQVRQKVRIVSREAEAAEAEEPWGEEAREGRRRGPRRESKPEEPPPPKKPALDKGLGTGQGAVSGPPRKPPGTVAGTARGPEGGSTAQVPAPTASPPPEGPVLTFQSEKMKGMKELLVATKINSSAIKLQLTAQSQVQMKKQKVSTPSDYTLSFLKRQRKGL
Rab9 prom act: Rab9 promoter activation; Huh7 Rab9 promoter-luciferase reporter, luminescence, 24 h; Potency, µM (highest dose often 9.22 µM), for inactives: at the top dose activation, negative = inhibition, most hits filed as activators; 2.8% of 320,000 active; further: potency means the concentration at half of the fitted maximal effect; % of control where 0% means no effect; nearly all actives have a fitted effect of over 60% in size
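Rab9 promoter-driven luciferase in stably transfected Huh7 cells; 1500 cells/well rested 2 h, exposed to compound in DMSO for 24 h at 37 °C, 5% CO2. Luminescence read 10 min after adding luciferase reagent at ambient temperature.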
Gal4-VP16 FLuc: inhibits Gal4-VP16 luciferase reporter, ROR gamma counter-screen. Potency, µM (top dose mostly 53.6 µM), for inactives: at the top dose activity, negative = inhibition, most hits filed as inhibitors. 3.5% of 310,000 active. AID 2546. Drosophila S2 Gal4-VP16 UAS-luciferase, luminescence, 20 h;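 further: Gal4-VP16 expression switched on by copper sulfate through the metallothionein promoter; potency means the concentration at half of the fitted maximal effect; on the % scale 0 is the no-effect control and ±100 the full control effect; nearly all actives have a fitted effect of over 50% in size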
BRCA1 expr up: BRCA1 expression activation; MCF7-BRCA1-FFLuc reporter, luminescence, 48 h; response scale: scaled: vehicle 0%, 10 µM genistein 100%; Potency, µM (titrated, usually from 46.1 µM), for inactives: at the highest dose activation, actives largely listed as activators; 1.1% of 380,000 active; further: potency means the concentration at half of the fitted maximal effect; nearly all actives have a fitted effect of over 80% in size; some results filed as inactive show a strong effect at the top dose
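Quantitative HTS in MCF7 cells stably reporting BRCA1 expression via firefly luciferase. Compound treatment lasts 48 h at 37 °C in phenol-red free MEM. Activation is expressed relative to genistein at 10 microM and DMSO.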
RORg inh: blocks mouse ROR gamma transcriptional activity; AID 2551; 5.4% of 310,000 active; Drosophila S2 Gal4-RORgamma UAS-luciferase reporter, 20 h; Potency, µM (titrated, usually from 53.6 µM), inactives show at the highest dose activity change, negative = inhibition, actives largely listed as inhibitors; further: potency means the concentration at half of the fitted maximal effect; on the % scale 0 is the no-effect control and ±100 the full control effect; nearly all actives have a fitted effect of over 60% in size
Target sequence (P51450 whole entry, looked up, the tested form may be a part): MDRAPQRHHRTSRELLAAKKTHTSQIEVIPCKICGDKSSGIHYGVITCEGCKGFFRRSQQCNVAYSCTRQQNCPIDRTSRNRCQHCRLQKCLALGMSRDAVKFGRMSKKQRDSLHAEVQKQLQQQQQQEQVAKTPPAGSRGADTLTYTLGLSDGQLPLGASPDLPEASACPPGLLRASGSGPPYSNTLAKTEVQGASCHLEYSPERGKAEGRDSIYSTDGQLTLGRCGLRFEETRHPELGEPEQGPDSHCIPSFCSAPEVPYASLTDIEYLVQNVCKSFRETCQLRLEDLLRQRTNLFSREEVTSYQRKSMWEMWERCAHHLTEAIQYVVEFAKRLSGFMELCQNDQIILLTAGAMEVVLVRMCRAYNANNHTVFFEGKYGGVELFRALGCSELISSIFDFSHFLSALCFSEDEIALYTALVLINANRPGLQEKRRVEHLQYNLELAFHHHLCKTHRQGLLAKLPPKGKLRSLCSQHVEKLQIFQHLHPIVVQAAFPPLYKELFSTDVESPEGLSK
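In this cell-based reporter format, copper sulfate (700 uM final) drives Gal4–ROR gamma fusion expression from a metallothionein promoter in Drosophila Schneider cells; compounds preincubated 1 hr, reporter read after 20 hr at ambient temperature.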
FLuc counter: counter-screen for miR-21 project: firefly luciferase inhibitors or activators | P08659 | purified FLuc, Km substrates, luminescence inhibition | Potency, µM (doses to about 57.5 µM), for inactives: at the highest dose activity change, negative = inhibition, most hits filed as inhibitors | 6.9% of 360,000 active;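 further: potency means the concentration at half of the fitted maximal effect; plate controls were vehicle for no effect and reference inhibitor for full effect; nearly all actives have a fitted effect of over 55% in size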
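Purified P. pyralis luciferase, 10 nM final, with Km-level 10 uM D-luciferin and 10 uM ATP in 50 mM Tris acetate pH 7.5, 10 mM Mg acetate, 0.01% Tween-20, 0.05% BSA; 6-point qHTS titration about 60 µM downward; luminescence read.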
Giardia killer: kills Giardia lamblia. Giardia lamblia trophozoite viability. AID 540267. 0.15% of 340,000 active. activity change, % at 7.66 µM, hits read low; in the data active means activity change below about -80%; inconclusive means between about -30% and that limit;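 further: parasites exposed to compound for two days anaerobically before the ATP read; on the % scale 0 is the no-effect control and ±100 the full control effect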
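Anaerobic 48 hrs incubation at 37 deg C of 100 trophozoites/well with test compounds; ATPLite 1-Step luminescence, 15-30 min RT, reports cellular ATP as viability.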
The depositor's hits bear a star; ? = inconclusive; . = no result given; & = joins results of further samples; [ ] = dose if it differs, or a comment. Unless noted, the call rests on the fitted dose curve; in most records, active means well fitted curve in the direction sought with a large enough effect; inconclusive means small, poorly fitted or top-dose-only effect, or another doubt; inactive means no such curve, though single readings can be large; an effect the other way counts as inactive or inconclusive. Some of the compounds tested; the hit share may differ from the screen's.

SMILES	ELG1 genotox	NPC1 promoter act	p53 reactivator	PKM2 activator	Menin MLL FP TR	Rab9 prom act	Gal4-VP16 FLuc	BRCA1 expr up	RORg inh	FLuc counter	Giardia killer
Cc1c(NC(=O)Cc2cccs2)cccc1[N+](=O)[O-]	2%	-3%	-1%	-1%	?	-2%	30%	16%	?	6%	8
CC(C)Oc1c(N2CCOCC2)c(=O)c1=O	0%	-1%	6%	0%	.	-3%	-7%	-10%	4%	0%	10
COC(=O)c1sccc1NC(=O)Cc1ccc(Br)cc1	0%	-1%	12%	2%	3%	13%	10%	26%	6%	-11%	13
CN1/C(=C\C=C2/SC(=S)NC2=O)C(C)(C)c2ccccc21	0%	-13%	-1%	-19%	?	-32%[inhibitor]	?	-46%	?	?	-2
Cc1ccc(NC(=O)CSc2nc3nc(C)c(Br)cc3[nH]2)cc1F	-1%	2%	-10%	-13%[0.46 µM]	?	1%	-29%	-24%	-30%	-2%	20
C[C@@](Cc1ccc(O)c(O)c1)(NN)C(=O)O	1%	-1%	-4%	9%	12%	2%	-4%&22%&2%	17%	-4%&-33%&-31%	3%	5
CCOC(=O)C1C(=O)CC(C)(O)C(C(=O)OCC)C1c1ccc(C)s1 (stereo not drawn)	2%	4.5µM*	9%	24%	-11%	?	-12%	-17%	1%	6%[2.3 µM]	-24
COC(=O)C(Cc1ccccc1)NC(=O)CCNC(=O)c1ccco1 (stereo not drawn)	2%	1%	7%	-2%	-18%	-3%	11%	-17%	-2%	2%	-23
CCOc1ccc(S(=O)(=O)NCc2cccnc2)cc1NC(=O)c1ccccc1F	1%	-29%	-1%	-5%	19%	-7%	-1%	-67%	4%	-2%	-14
COCCCNc1nc2ccccc2nc1NS(=O)(=O)c1ccc(C)c(C)c1	0%	-2%	-7%	-1%	.	-6%	-10%	-20%	2%	-17%	?
Cc1ccc(O)c(-c2cc(C(=O)NCc3ccncc3)[nH]n2)c1	4%	-3%	3%	1%	14%	9%	-4%	-2%	22%	-16%	-17
CS(=O)(=O)N(CCc1ccccc1)CC(=O)N1CCN(c2ccccc2)CC1	-6%	-4%	-9%	3%	-7%	0%	-3%	-14%	?	-1%	6
Cc1c(C(=O)Oc2cc(N)n(S(C)(=O)=O)n2)cccc1[N+](=O)[O-]	0%	1%	-2%	-1%	14%	3%	11%	-6%	-17%	21µM*	0
COc1cc(OC)c(C(=O)Nc2ccc(N(C)C)cc2)cc1OC	.	.	.	10%	-24%	.	?	8.9µM*	3%	11µM*	2
FC(F)(F)c1cccc(Oc2ccc3c(C(F)(F)F)cc(C(F)(F)F)nc3n2)c1	4%	-2%	2%	-4%	.	8%	3%	1%	18%	3%	-2
CCOc1ccc(C(=O)N/N=C/c2c(C)[nH]c(=O)[nH]c2=O)cc1	-1%	1%	-1%	-7%	.	-1%	6%	.	-15%	-15%	.
O=C(O)Cc1c(C(=O)O)[nH]c2ccc(C(=O)O)cc12	-2%	-1%	-1%	-1%	.	-1%	-5%	0%	-13%	3%	5
COCc1ccc(C(=O)NCC2(N3CCCCC3)CCCCC2)cc1	1%	-4%	-1%	.	-16%	-8%	-7%	-29%	-5%	0%	-5
NC(=O)CCc1nc2cc(C(F)(F)F)ccc2n(Cc2ccccc2)c1=O	0%	-5%	-4%	1%	17%	2%	2%	-13%	38%	-1%	13
CSc1ccc(Cl)c(C(=O)OCC(=O)N2CC(C)OC(C)C2)c1 (stereo not drawn)	-1%	1%	0%	-2%	1%	2%	-1%	2%	1%	4%	-12
CCn1c(C)nc2cc(-c3nc4n(n3)Cc3ccccc3-4)ccc21	-19%	-48%[inhibitor]	-63%[inhibitor]	-65%	28µM*	-43%[inhibitor]	0.045µM*	?	0.89µM*	0.024µM*	-105*
COc1ccc(C(=O)Nc2ccccn2)cc1	-2%	-2%	3%	1%	12%	-4%	0%	4%	-10%	2%	13
Cc1cc(N/N=C/c2ccccc2O)nc(-c2ccccc2O)n1	-1%	-1%	4%	0%	?	-3%	?	-49%	?	8.5µM*	-14
Cc1cc(Br)c(NC(=O)c2c(-c3c(Cl)cccc3Cl)noc2C)c(Br)c1	-2%	-5%	-1%	-1%	16%	-3%	-9%	-26%	8%	-1%	9
C/C(N)=C(/C#N)C(=O)CSc1nnc(Nc2c(C)cccc2C)s1	0%	-6%	-1%	-7%	7%	-3%	-1%	-3%&-2%	5%	0%	12&-10
O=C(NC1=NCCS1)c1ccc(Cl)c(S(=O)(=O)N2CCc3ccccc32)c1	-4%	1%	-5%	-2%	.	-3%	?	-37%	?	-1%	-20
CN(C)c1ccc(NC(=O)C(=O)C2C(=O)Nc3ccccc32)cc1 (stereo not drawn)	?	24%	4%	5%	.	21%	-2%	-2%	4%	11µM*	21
CC(C)C(=O)NC(=S)Nc1ccccc1N1CCN(C(=O)c2ccccc2)CC1	-10%	-5%	-1%	16%	?	-14%	-8%	0%	-21%	1%	-20
Fc1cccc(Cl)c1CSC1=NCCS1	3%	2%	10%	.	13%	7%	25%	14%	15%	?	5
C[C@@H]1CC=C[C@H]2[C@H]1C(=O)N(Cc1ccccc1)[C@H]2c1ccc(-c2ccc(N(C)C)cc2)cc1F	-6%	-2%	3%	-5%	.	-2%	-5%	-31%	4%	0%	6
Cc1ccc(CNC(=O)CCS(=O)(=O)c2ccc3c(c2)oc(=O)n3C)cc1	0%	-12%	0%	.	.	-1%	1%	-2%	1%	0%	-16
COCCCn1c(SCC(=O)Nc2ccc(C)cc2)nc2ccccc2c1=O	13%	13%	10%	-2%	6%	18%	-9%	-7%	-2%	24µM*	1
CCCNC(=O)NC(=O)COc1c(F)c(F)cc(F)c1F	3%	2%	-3%	3%	15%	6%	-1%	15%	10%	5%	1
COC(=O)c1ccc2nc(NC(=O)C(C)C)sc2c1	?	2µM*	28%	-2%	16%	1.1µM*	-27%	2%	?	8.5µM*	0
CCOC(=O)c1[nH]c2c(c1-c1ccc(OC)cc1)C(=O)CC(c1ccc(OC)c(OC)c1)C2 (stereo not drawn)	-2%	-5%	-12%	-2%	0%	-11%	-2%	-10%	?	-1%	3
Cc1nc2c(ccc3nc(NC(=O)c4ccc(S(=O)(=O)N(C)C)cc4)sc32)s1	2%	-3%	22%	1%	9%	2%	-5%	3%	-1%	2.7µM*	0
COc1ccccc1C(=O)Oc1ccc2c(c1)O/C(=C\c1ccncc1)C2=O	2%	-2%	1%	0%	21%	-4%	-1%	31%	-36%	?	-3
O=C(Nc1cc(F)cc(F)c1)c1ccc(NCCc2ccccc2)c([N+](=O)[O-])c1	1%	12%	18%	-8%	8%	6%	-30%	-58%	-20%	1%	-8
CCc1ccc(NS(=O)(=O)c2ccc3c(c2)oc(=O)n3C)cc1	-5%	-5%	2%	.	13%	-7%	5%	-23%	?	0%	-8
Cc1ccc(N(CC(=O)NN=C2CCN(C)CC2)S(=O)(=O)c2ccccc2)c(C)c1	1%	4%	4%	1%	-4%	13%	-4%	-15%	34%	-1%	-14
O=C(CCC(=O)OCC(F)(F)C(F)F)NCc1ccccc1	1%	-3%	-11%	1%	9%	-1%	-4%	1%	-18%	4%	6
CC(=O)c1sc(NC(=O)C=C(C)C)nc1C	18µM*	19%	?	-11%	-21%	28%	10%	50%	22%	?	5
CN(CC(=O)Nc1cccnc1)S(=O)(=O)c1ccccc1	-3%	-1%	4%	3%	0%	-1%	2%	0%	1%	0%	8
O=C(N/N=C/c1cc([N+](=O)[O-])ccc1O)c1ccncc1	-9%	-2%	-1%	-9%	.	-4%	4%	-68%	?	-7%	-6
Cc1ccc(N(Cc2ccc([N+](=O)[O-])cc2)C(=O)c2ccco2)cc1C	-1%	-3%	-9%	6%	-16%	0%	?	1%	-3%	3%	1
CCn1nc(NC(=O)COC)c2cc3cc(C)ccc3nc21	8%	1%	10%	.	-16%	22%	6%	45%	18%	?	-3
O=C(Nc1ccc(Br)cn1)c1ccc(Br)s1	?	?	?	.	-1%	0.79µM*	?	?	17%	4.3µM*	-17
Cn1c(=O)c2c(SCC(=O)NC3CCCC3)nc(CC(C)(C)C)nc2n(C)c1=O	7%	1%	-2%	-3%	.	1%	-7%	3%	-22%	7%	-27
Cn1c(=O)[nH]c(=O)c2c1nc(N1CCCC1)n2CCCSc1nnnn1-c1ccccc1	2%	1%	-11%	1%	-20%	0%	-16%	7%	18%	-3%	?
CN(C)c1ccc(/C=C/C(=O)c2ccccc2O)cc1	?	3.5µM*	?	-4%	?	?	?	3.2µM*	-33%	0.6µM*	4
CCCCOC(=O)CSc1nnc(-c2cc(OC)c(OC)c(OC)c2)o1	2%	-2%	12%	6%	?	-6%	-2%	3%	-1%	-2%	-13
